Growth percent in the NCI-60 one-dose screen (48 h, 10 µM unless noted): 100 = growth as untreated, 0 = no growth, -100 = all killed.
OVCAR-8 = OVCAR-8 ovarian cancer. actives 4.4% (n = 81,000)
SK-OV-3 = SK-OV-3 ovarian cancer cells; actives 3.2% (n = 80,000)
OVCAR-4 = OVCAR-4 ovarian cancer cells | actives 3.7% (n = 80,000) | AID 1794784
DU-145 = DU-145 prostate cancer. actives 4.2% (n = 81,000). AID 1794760
OVCAR-3 = OVCAR-3 ovarian cancer; AID 1794787; actives 7% (n = 79,000)
NCI/ADR-RES = NCI/ADR-RES ovarian cells. AID 1794790. actives 4.4% (n = 81,000)
OVCAR-5 = OVCAR-5 ovarian cancer | actives 2.9% (n = 82,000) | AID 1794783
IGROV1 = IGROV1 ovarian cancer | actives 4.7% (n = 79,000) | AID 1794786
An asterisk follows results filed as active; · = no result given; & = joins results of further samples; [ ] = remark or other dose. How the source made its calls: active means growth percent below 10; inactive means the rest.

A first look:
SMILES	OVCAR-8	SK-OV-3	OVCAR-4	DU-145	OVCAR-3	NCI/ADR-RES	OVCAR-5	IGROV1
COc1ccc(-c2nn(C(=O)c3cc(OC)c(OC)c(OC)c3)c3cc(N)ccc23)cc1	16	31	58	10	0.5*	16	39	24
CC(C)(C)CC(C)(C)NS(=O)(=O)NC(C)(C)CC(C)(C)C	99	94	96	95	93	93	99	101
NCCCCCNc1noc(Cc2c[nH]c3cc(Br)ccc23)n1	28	-1.9*	47	2.4*	-50*	-14*	58	34
Nc1[nH]nc2nc3n(c(=O)c12)-c1ccccc1Sc1ccccc1-3	104	101	98	114	109	96	117	92
COc1ccccc1CNCCCN1C(=O)c2ccc3c4c(ccc(c24)C1=O)C(=O)N(CCCNCc1ccccc1OC)C3=O	-47*	0.0*	-96*	-81*	-60*	-2.5*	-27*	-58*

The whole of this part (from the top)
SMILES	OVCAR-8	SK-OV-3	OVCAR-4	DU-145	OVCAR-3	NCI/ADR-RES	OVCAR-5	IGROV1
COc1ccc(-c2nn(C(=O)c3cc(OC)c(OC)c(OC)c3)c3cc(N)ccc23)cc1	16	31	58	10	0.5*	16	39	24
CC(C)(C)CC(C)(C)NS(=O)(=O)NC(C)(C)CC(C)(C)C	99	94	96	95	93	93	99	101
NCCCCCNc1noc(Cc2c[nH]c3cc(Br)ccc23)n1	28	-1.9*	47	2.4*	-50*	-14*	58	34
Nc1[nH]nc2nc3n(c(=O)c12)-c1ccccc1Sc1ccccc1-3	104	101	98	114	109	96	117	92
COc1ccccc1CNCCCN1C(=O)c2ccc3c4c(ccc(c24)C1=O)C(=O)N(CCCNCc1ccccc1OC)C3=O	-47*	0.0*	-96*	-81*	-60*	-2.5*	-27*	-58*
COc1cc(/C=C2\Oc3cc(O)ccc3C2=O)cc(OC)c1OC	95	114	102	117	97	91	110	82
CCCCCCCCCCC(=O)CCCCCCCCCC	109	92	103	111	118	100	103	·
COC(=O)CCCCCc1ccc(Cc2ccc(CCCCCC(=O)OC)cc2)cc1	106	133	101	112	105	102	109	81
O=C(CSc1nccc(Nc2ccc(N3CCOCC3)cc2)n1)c1ccc(F)cc1	38	96	42	84	82	74	91	92
Clc1ccc(Nc2n[nH]c(-c3ccccc3)n2)c(Cl)c1	85	83	84	94	81	89	89	47
CCCCCCCCC(=O)OCCCC1CCCO1 (stereo not drawn)	102	93	99	117	119	106	95	106
O=c1[nH]c2ccccc2cc1-c1nc2ccncc2[nH]1	89	91	85	79	91	108	112	84
O=C(CSc1nnc(-c2ccc(Cl)cc2)n1-c1ccccc1)Nc1ccc(F)cc1	74	84	98	93	88	78	97	95
CSc1nc(=O)n(Cc2ccc(Cl)cc2)c(=O)[nH]1	99	100	110	104	114	105	102	132
C=C1C(=O)O[C@H]2[C@H]1CC/C(COC(=O)NCc1c[nH]c3ccc(Cl)cc13)=C\CC[C@@]1(C)O[C@@H]21	-59*	90	-55*	-72*	-87*	48	-28*	-66*
CCOC(=O)c1ccc(NS(=O)c2ccccc2)cc1 (stereo not drawn)	96	98	102	·	111	100	103	93
CCOC(=O)CNS(=O)(=O)c1ccc(Oc2ccc(S(=O)(=O)NCC(=O)OCC)cc2)cc1	100	·	106	105	107	107	105	101
O=C(O)COc1ccc(/C=C2/SC(=S)N(c3ccccc3)C2=O)cc1	108	107	111	111	116	107	98	113
C(=C1c2ccccc2-c2ccccc21)c1ccccn1	93	95	71	106	53	31	87	74
Cc1ccc(C)c(NCc2ccccc2)c1	91	84	·	97	·	91	91	61
COc1ccc(/C=c2\nc3n(-c4ccccc4)c4nnc(NN)n4n-3c2=O)cc1	99	·	99	113	101	100	107	84
OCc1cnc(C2OCCO2)s1	107	99	110	109	105	101	96	106
CC1(C)CC[C@]2(C(=O)Nc3ccccc3)CC[C@]3(C)C(=CCC4[C@@]5(C)C[C@@H](O)[C@H](O)[C@@](C)(CO)C5CC[C@]43C)C2C1 (stereo partly drawn)	63	66	59	77	73	61	86	79
O=S(=O)(O)c1ccc2c(N=Nc3ccccc3)c(O)ccc2c1	98	102	99	100	103	100	100	100
CCOC(=O)c1cnn(-c2ccc(-c3ccccc3OC)nn2)c1N	95	·	97	97	78	81	100	105

Only SK-OV-3 (2 entries from above):
canonical_smiles | SK-OV-3
Cc1ccc(C)c(NCc2ccccc2)c1 | 84
CCOC(=O)c1ccc(NS(=O)c2ccccc2)cc1 (stereo not drawn) | 98

(list continues)
SMILES	OVCAR-8	SK-OV-3	OVCAR-4	DU-145	OVCAR-3	NCI/ADR-RES	OVCAR-5	IGROV1
Cc1ccc(Cl)c(NS(=O)(=O)c2ccc(-c3cnc(C4CC4)o3)cc2)c1	28	45	48	22	-1.3*	19	26	27
O=C1Nc2ccc(Cl)cc2/C1=C/C(=O)c1cc2ccccc2oc1=O	107	127	100	110	107	98	119	86
CCCCCCCCN(Cc1ccccc1)CC(O)c1ccc(Cl)cc1 (stereo not drawn)	93	102	105	96	92	92	84	90
O=C(c1ccccc1)c1ccc2c(c1)CCCC2	103	105	94	103	100	101	109	105
O=C(CSc1nnc(-c2ccco2)o1)NNC(=O)c1ccc(Cl)cc1	107	94	98	127	103	105	106	·
CC12CCC(=O)C=C1C=CC1C2CCC2(C)C1CCC21CCC(=O)O1 (stereo not drawn)	99	105	100	134	128	110	92	·
COC(=O)C[N+](C)(C)Cc1nc(C#N)c(N(C)C)o1	98	94	104	105	97	99	93	104
Cc1nn(-c2ccccc2)c2ncnc(NCCc3ccccc3)c12	99	113	99	103	109	78	91	93
COc1cnc2c(c1)C(=O)c1c-2n(CCCN2CCNCC2)c(=O)c2cc([N+](=O)[O-])ccc12	-53*	3.1*	-77*	-85*	-83*	-44*	-78*	-58*
Cc1[nH]c(C(=O)Nc2ccc(C(N)=O)cc2N2CCOC(C)C2)c(Cl)c1Cl (stereo not drawn)	97	102	98	104	109	94	98	92
COc1ccc(-c2cc(-c3nnc(SC/C(=N/O)c4ccccc4)o3)c3cc(OC)ccc3n2)cc1	98	91	104	111	111	100	87	102
COc1ccc(CNC(=O)c2c(C)n([O-])c3cc(F)c(F)cc3[n+]2=O)cc1	88	111	116	·	56	108	100	·
NC(=O)c1c(Br)cc(Br)c(NC(=O)CCl)c1Br	100	88	94	94	81	101	118	83
C[C@H]1CC(O)=C(c2ccc3ccccc3n2)C(=O)O1	97	108	111	121	111	111	118	81
Cn1cccc1C(=O)C1C(c2cccc(F)c2)C2C3CCCCC3CN2C12C(=O)Nc1ccc(Cl)cc12 (stereo not drawn)	79	100	80	84	89	60	88	69
Cc1cc(=O)c2c(C)nn(-c3ccccc3)c2[nH]1	99	90	101	104	112	103	107	97
O=S(=O)(O)c1ccc(N=NNc2ccc(S(=O)(=O)O)cc2)cc1	99	109	110	123	125	99	117	148
O=C(O)/C=C/c1c2ccccc2cc2ccccc12	99	86	100	108	102	104	100	107
CC(=O)OC1(C(C)=O)CCC2C3CCC4=CC(=O)CCC4(C)C3CCC21C (stereo not drawn)	108	93	98	104	111	99	87	99
COc1cc(Cn2cc3c(c2)-c2oncc2CC3)cc(OC)c1OC	17	-5.3*	48	-11*	-40*	-14*	41	1.5*
FC(F)(F)c1cccc(Oc2ccc(Nc3ncnc4ccc(OCCCN5CCOCC5)cc34)cc2Cl)c1	56	22	44	43	52	50	60	12
COc1ccc(C2C(C#N)=C(N)Oc3c2sc2c(F)cccc32)cc1 (stereo not drawn)	26	21	66	17	-4.9*	6.7*	69	31
COc1ccc(-c2cc(-c3ccccc3)c(-c3ccccc3)nn2)cc1	88	108	85	111	88	87	101	92
C1=C(Cc2ccccc2)n2cnc3ncnc(c32)S1	74	20	40	27	16	57	71	87
COc1ccc(-c2nc(S(=O)(=O)c3ccccc3)c(S(C)(=O)=O)o2)cc1	-28*	98	-87*	-93*	-82*	0.9*	-77*	77
SMILES	OVCAR-8	SK-OV-3	OVCAR-4	DU-145	OVCAR-3	NCI/ADR-RES	OVCAR-5	IGROV1
Cc1ccc(/C(=N/c2sc(-c3ccccc3)nc2-c2ccccc2)N2CCC(C)CC2)cc1	107	109	117	110	109	109	108	115
COc1ccc(CNc2nc(N)c(N=O)c(=O)n2C)cc1OC	106	102	102	113	105	102	87	109
CCCCCC(=O)OC1(C(C)=O)CCC2C3CCC4=CC(=O)CCC4C3CCC21C (stereo not drawn)	87	102	68	93	63	74	105	·
COc1ccc(OC)c(NC2=C(Cl)C(=O)C(C)=C(C)C2=O)c1	96	·	56	104	92	97	109	90
CCNC(=O)Nc1nc2ccc(Oc3ccnc(C(=O)NC)c3)cc2s1	92	88	83	103	83	73	93	90
Cc1ccc(C(C#N)c2ccccc2)cc1 (stereo not drawn)	99	99	113	111	110	106	104	108
CCN(CC)c1ccc(N=Nc2cc(Cl)ccc2Cl)c(NC(=O)CCC(=O)O)c1	89	97	·	108	97	95	92	92
O=C(O)C1C2CCC1C(O)C2 (stereo not drawn)	98&100	99&105	108&106	108&100	97&108	98&97	96&96	112&124
COc1ccc(-c2cc(-c3cccn3C)c(C#N)c(=O)n2C=O)cc1OC	103	112	93	112	124	87	84	111
NC1(C(=O)O)c2ccccc2-c2ccccc21	103	101	109	106	102	99	88	102
Cc1c(C)c(C)c(C(=O)C[n+]2ccccc2)c(C)c1C	94	107	84	116	111	111	88	93
CCOC(=O)c1ccc2c(c1)c1c(C)c3ccncc3c(C)c1n2C	3.6*	0.3*	-13*	2.9*	-20*	-13*	-11*	-26*
O=C(N/N=C\c1ccc2c(c1)OCO2)N/N=C/c1ccc2c(c1)OCO2	97	106	108	120	·	114	100	99
CCCCNC(=O)NS(=O)(=O)c1ccc(N2N=C(c3ccc(C(C)(C)C)cc3)CCC2=O)cc1	96	98	102	106	101	·	104	110
Cn1cc(-c2nc(-c3ccsc3)cs2)c2cc(F)ccc21	94	87	86	99	93	101	103	85
C/C=C/C1=C(C)C(=O)[C@H](O)O1	105	99	113	100	108	108	113	111
COC(=O)C1(O)CCCCC1	104	101	112	113	119	103	111	109
Cc1c2c(cc3c1[nH]c1ccccc13)C=NCC2	94	96	94	95	101	86	98	105
ClCCOCCn1cnc2c(Cl)nc(Cl)nc21	63	97	·	-5.5*	59	101	102	59
COc1ccc(C(=NN=C(N)N)c2ccc(OC)cc2)cc1	57	11	39	53	17	83	69	36
C#CCOc1ccc2ncnc(N3CCC(NC(=O)C=C)CC3)c2c1	89[8.25 µM]	101[8.25 µM]	105[8.25 µM]	107[8.25 µM]	107[8.25 µM]	94[8.25 µM]	96[8.25 µM]	87[8.25 µM]
COc1ccc(C(=O)O/N=C(\Cn2ccnc2)c2ccc(Cl)cc2)cc1	101	95	111	111	106	105	104	102
C[C@]12CC[C@@H]3c4cc(N)c(O)cc4CC[C@H]3[C@@H]1CC[C@@H]2O	114	136	100	110	105	104	141	116
CCOC(=O)CCS(=O)(=O)Cc1ccccc1	98	100	109	103	103	105	101	97
COc1ccc(C2C(C(=O)Nc3ccc(F)cc3)=C(C)Nc3ncnn32)cc1 (stereo not drawn)	102	104	·	113	115	108	98	107

Individual results from above.
OVCAR-8 result of `C[C@]12CC[C@@H]3c4cc(N)c(O)cc4CC[C@H]3[C@@H]1CC[C@@H]2O` → 114
DU-145 result of `C/C=C/C1=C(C)C(=O)[C@H](O)O1` → 100
OVCAR-8 result of `COc1ccc(OC)c(NC2=C(Cl)C(=O)C(C)=C(C)C2=O)c1` → 96
OVCAR-8 result of `COc1ccc(C(=NN=C(N)N)c2ccc(OC)cc2)cc1` → 57
OVCAR-5 result of `CCCCCC(=O)OC1(C(C)=O)CCC2C3CCC4=CC(=O)CCC4C3CCC21C` (stereo not drawn) → 105
OVCAR-8 result of `CCN(CC)c1ccc(N=Nc2cc(Cl)ccc2Cl)c(NC(=O)CCC(=O)O)c1` → 89
NCI/ADR-RES result of `COc1ccc(C2C(C(=O)Nc3ccc(F)cc3)=C(C)Nc3ncnn32)cc1` (stereo not drawn) → 108

High-throughput results deposited in PubChem BioAssay by NCI.

No enrichment for hits, and some 9.5% of all compounds hit somewhere here.
